PfGluPho inh = PfG6PD (Plasmodium falciparum) enzyme inhibition; PfGluPho enzyme, NADPH resazurin-diaphorase fluorescence; inhibition, % at 20 µM; hit rate 0.78% among 350,000;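 active = inhibition reaching at least a set limit at 20 µM in the primary screen, cut at about 59% in these data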;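 note: 0% = DMSO wells with substrate and 100% = DMSO wells lacking glucose-6-phosphate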
beta cell repl = induces beta-cell replication in MIN6 cells; hit rate 0.29% among 330,000; proliferation, % at 10 µM; MIN6 cells proliferation, ATPlite luminescence, 48 h; cells starved in 0.2% serum; 100% = growth in 10% serum;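 active = compounds whose signal lies at least 3.5 SD above the mean of all wells on their plate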;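 note: 0% = DMSO-treated cells in low-serum medium and 100% = 10% serum control; some compounds called inactive have numbers as strong as hits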
SENP7 block = blocks the human protease SENP7; Q9BQF6; recombinant SENP7, Z-RLRGG-aminoluciferin luminescence, 40 min; inhibition, % at 5 µM; hit rate 1.5% among 330,000; AID 434973;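 active = inhibition above about 50% at the single test dose, limit read from the data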;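 note: plate controls were DMSO with enzyme for no effect and no enzyme buffer wells for full effect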
HKDC1 inhibitor = HKDC1 (human) hexokinase inhibition | Q2TB90 | recombinant HKDC1, G6PDH/diaphorase resazurin coupled fluorescence | inhibition, % at 20 µM | hit rate 0.16% among 340,000;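 active = inhibition above about 35% when tested at 20 µM, limit read from the data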;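 note: plate controls were DMSO wells with enzyme for no effect and DMSO wells lacking enzyme for full effect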
Target sequence (Q2TB90 whole entry, looked up): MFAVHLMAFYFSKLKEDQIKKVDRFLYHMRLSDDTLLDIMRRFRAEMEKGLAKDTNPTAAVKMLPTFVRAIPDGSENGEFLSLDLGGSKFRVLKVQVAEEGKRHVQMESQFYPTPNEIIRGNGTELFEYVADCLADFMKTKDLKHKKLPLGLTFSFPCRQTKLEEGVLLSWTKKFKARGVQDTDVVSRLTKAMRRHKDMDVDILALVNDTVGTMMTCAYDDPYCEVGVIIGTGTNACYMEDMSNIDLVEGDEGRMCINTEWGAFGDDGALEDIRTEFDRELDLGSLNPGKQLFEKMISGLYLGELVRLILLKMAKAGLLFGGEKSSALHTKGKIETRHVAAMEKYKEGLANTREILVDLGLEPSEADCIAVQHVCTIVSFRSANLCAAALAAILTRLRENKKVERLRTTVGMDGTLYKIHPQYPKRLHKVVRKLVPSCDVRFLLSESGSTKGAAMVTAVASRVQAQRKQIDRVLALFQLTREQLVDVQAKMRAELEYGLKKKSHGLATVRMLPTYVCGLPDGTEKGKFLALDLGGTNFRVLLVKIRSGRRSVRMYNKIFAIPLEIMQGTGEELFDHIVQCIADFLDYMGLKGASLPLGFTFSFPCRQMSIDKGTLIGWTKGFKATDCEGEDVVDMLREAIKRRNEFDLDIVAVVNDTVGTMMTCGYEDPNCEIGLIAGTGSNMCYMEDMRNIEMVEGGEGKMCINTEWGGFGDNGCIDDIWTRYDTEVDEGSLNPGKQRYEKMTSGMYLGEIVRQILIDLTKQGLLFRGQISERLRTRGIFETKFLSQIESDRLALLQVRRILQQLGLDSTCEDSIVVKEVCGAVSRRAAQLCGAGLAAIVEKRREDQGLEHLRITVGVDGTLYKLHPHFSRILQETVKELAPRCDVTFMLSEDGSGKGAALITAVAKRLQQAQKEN
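Assay system: in-house recombinant HK5 (HKDC1) enzyme. Input: HKDC1 at 5 µg/mL. Medium: Tris pH 8.0 buffer with MgCl2, Tween-20, BSA, BME. Dosing: single 20 µM dose. Schedule: 90 min reaction incubation at room temperature, dark. Signal: resazurin-to-resorufin fluorescence via G6PDH and diaphorase coupling, 525/613 nm. Controls: DMSO-enzyme wells negative, buffer-substituted wells positive.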
SENP6 inh = SENP6 protease inhibition; hit rate 1.8% among 330,000; Recombinant SENP6 catalytic domain, aminoluciferin luminescence; inhibition, % at 10 µM; AID 2599; Q9GZR1;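 active = inhibition above about 50% at the single tested dose, limit read from the data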;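 note: plate controls were DMSO wells with enzyme for no effect and DMSO wells lacking enzyme for full effect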
SENP1 FRET inh = SENP1 (human) catalytic domain inhibition. Q9P0U3. recombinant SENP1 catalytic domain, CyPet-SUMO1-YPet FRET cleavage. inhibition, % at 10 µM. hit rate 0.21% among 360,000. AID 624204;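 active = inhibition at least 30% at 10 µM, raw YFP signal under a set limit, fluorescence ratio 0.5 to 1.5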;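 note: 0% = enzyme with DMSO and 100% = no enzyme wells; some results filed as inactive read as strong as hits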
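Test system: human SENP1 catalytic domain; medium: Tris pH 8 buffer plus EDTA, NaCl, BME, BSA, NP40, catalase; incubation: 50 min reaction at room temperature; technique: FRET, CFP and YFP emission; controls: no-enzyme low control and enzyme-plus-DMSO high control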
UBC13 polyUb = human UBC13 polyubiquitination inhibition; inhibition, % at 20 µM; AID 485273; P61088; UBC13 polyubiquitin chain formation, TR-FRET; hit rate 0.47% among 330,000; in the data active = inhibition above about 45%, passing the limit was not always enough; inconclusive = no clear call, values can overlap the other calls
SENP8 block-1 = SENP8 protease inhibition; Q96LD8; purified SENP8, Z-RLRGG-aminoluciferin cleavage, luminescence; inhibition, % at 10 µM; hit rate 1.2% among 330,000; AID 2540; in the data active = inhibition above about 50%
Target sequence (Q96LD8 whole entry, looked up): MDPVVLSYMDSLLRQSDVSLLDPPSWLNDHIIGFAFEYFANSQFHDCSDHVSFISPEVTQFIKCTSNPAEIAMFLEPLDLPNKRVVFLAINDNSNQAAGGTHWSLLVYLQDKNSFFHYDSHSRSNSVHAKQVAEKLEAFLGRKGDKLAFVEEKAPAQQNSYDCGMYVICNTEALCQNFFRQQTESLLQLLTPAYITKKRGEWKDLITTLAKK
SENP8 block-2 = blocks human SENP8 cleavage of Nedd8 substrate; recombinant SENP8, Nedd8 substrate fluorescence; hit rate 0.64% among 360,000; inhibition, % at 20 µM; Q96LD8; AID 602440; in the data active = inhibition mostly above about 40%, no sharp cut-off; inactive = mostly below about 27%
Starred values were filed as active, the others as inactive; ? = inconclusive; nt = not tested or not shown.

SMILES | PfGluPho inh | beta cell repl | SENP7 block | HKDC1 inhibitor | SENP6 inh | SENP1 FRET inh | UBC13 polyUb | SENP8 block-1 | SENP8 block-2
Brc1ccc(/C=N/Nc2nc3ccccc3o2)cc1 | 9 | -1 | 55* | -4 | 23 | 2 | 5 | 9 | -33
Nc1nonc1-n1nnc(C(=O)N/N=C/c2ccncc2)c1CSc1ccc(Cl)cc1 | 14 | -4 | 4 | -3 | -4 | -1 | 1 | 4 | -5
CCC(=O)c1ccc(OCC(=O)NCC2COc3ccccc3O2)cc1 (stereo not drawn) | -3 | 3 | -11 | -2 | -12 | 1 | 5 | -6 | 12
O=C(Nc1cc(Cl)ccc1Oc1ccccc1)C1=COCCO1 | 10 | -6 | 7 | 6 | 5 | -5 | -2 | 5 | 8
O=C(CN1CCN(Cc2ccccc2)CC1)Nc1ccc(F)c(F)c1 | 0 | 3 | 1 | -3 | 2 | -1 | -8 | 11 | 3
COc1ccc(O)c(/C=N/Nc2nc(C)cc(-c3ccccc3)n2)c1 | 3 | -5 | 4 | -5 | -5 | 4 | 2 | 2 | 28
O=C(N/C(=C/c1ccc([N+](=O)[O-])cc1)C(=O)N1CCCC1)c1ccccc1 | 0 | -2 | -6 | -1 | 14 | 0 | -11 | 0 | 3
CCOP(=O)(OCC)C1NC(=O)N(c2ccccc2)C1=O (stereo not drawn) | -2 | 2 | 2 | 2 | 8 | 2 | 4 | 1 | 26
CCNC(=S)Nn1cnc2ccccc21 | 2 | 2 | 8 | 0 | -27 | 4 | -1 | 2 | 20
COc1cc(/C=N/NC(=O)CSCc2ccc([N+](=O)[O-])cc2)cc(OC)c1OC | 0 | -2 | 2 | 0 | -13 | 3 | 86* | -1 | 2
CCCCNC(=O)C1CCN(Cc2ccc(OCc3ccccc3)c(OC)c2)CC1 | -7 | -2 | -5 | -2 | -18 | -1 | 5 | 4 | -8
COc1ccc(S(=O)(=O)NC(C)C)cc1C(=O)N1CCOCC1 | -5 | -2 | 7 | -2 | 10 | 0 | 24 | -3 | 8
O=[N+]([O-])c1ccccc1S(=O)(=O)Nc1ccc(S(=O)(=O)Nc2nccs2)cc1 | 26 | 0 | -1 | 0 | -8 | -2 | -7 | 1 | 11
CC(Cc1c[nH]c2ccccc12)C(=O)N1CCN(c2ccccc2F)CC1 (stereo not drawn) | -7 | 1 | -10 | 1 | -10 | 2 | 6 | 1 | 15
Cc1ccc(S(=O)(=O)CCC(=O)OCC(=O)c2c[nH]c3ccccc23)cc1 | 0 | 0 | -4 | -6 | -14 | -4 | 2 | -2 | -1
Cc1cccc(N2C(=O)CCC2=O)c1 | -20 | 0 | 2 | -3 | 19 | 1 | 6 | 8 | 6
CCCn1c(-c2nonc2N)nc2ccccc21 | 1 | 9.0* | 0 | 3 | 0 | -40 | 9 | 6 | -15
CCN(CC)C(=S)SCC(=O)Nc1nc(-c2ccccc2)c(-c2ccccc2)o1 | -16 | -6 | 2 | 2 | 9 | 3 | -6 | -12 | -42
Cc1c(C(=O)NCCC2=CCCCC2)cccc1[N+](=O)[O-] | -15 | -4 | -1 | 1 | 11 | 3 | 5 | -10 | 10
CCOc1ccc(OCCCN(C)C)cc1 | 2 | -1 | 5 | -2 | -7 | 1 | 5 | -1 | 7
CC(C)=CCN1CCN(Cc2coc3ccc(C)cc3c2=O)CC1CCO (stereo not drawn) | 6 | 1 | 5 | -3 | 13 | -16 | 1 | 10 | -3
COc1ccc(NC(=O)CC2C(=O)NC3CCCCC3N2C(=O)c2ccc(F)cc2)cc1 (stereo not drawn) | 1 | 3 | 0 | -7 | 0 | -1 | -1 | 2 | 10
CCCCOc1ccc(CSC(=N)N)cc1[N+](=O)[O-] | 18 | -4 | 10 | -2 | -1 | 1 | 18 | 6 | 24
O=C1c2ccccc2C(Nc2ccc3c(c2)OCCO3)N1c1ccccn1 (stereo not drawn) | 10 | -1 | 1 | 6 | 3 | 2 | 2 | 10 | 9
Cc1cccc(NC(=O)N2CCC(NC(=O)c3ccco3)CC2)c1 | -9 | 0 | 2 | -2 | -24 | 3 | 1 | 0 | 10

The closing 4 entries of the section before open the next one.
SMILES | PfGluPho inh | beta cell repl | SENP7 block | HKDC1 inhibitor | SENP6 inh | SENP1 FRET inh | UBC13 polyUb | SENP8 block-1 | SENP8 block-2
COc1ccc(NC(=O)CC2C(=O)NC3CCCCC3N2C(=O)c2ccc(F)cc2)cc1 (stereo not drawn) | 1 | 3 | 0 | -7 | 0 | -1 | -1 | 2 | 10
CCCCOc1ccc(CSC(=N)N)cc1[N+](=O)[O-] | 18 | -4 | 10 | -2 | -1 | 1 | 18 | 6 | 24
O=C1c2ccccc2C(Nc2ccc3c(c2)OCCO3)N1c1ccccn1 (stereo not drawn) | 10 | -1 | 1 | 6 | 3 | 2 | 2 | 10 | 9
Cc1cccc(NC(=O)N2CCC(NC(=O)c3ccco3)CC2)c1 | -9 | 0 | 2 | -2 | -24 | 3 | 1 | 0 | 10
Nc1ccc(N2CCN(C(=O)c3cccs3)CC2)cc1 | 40 | -5 | -4 | 6 | -3 | 26 | -14 | -8 | 50*
NNC(=O)c1ccc(COc2ccc([N+](=O)[O-])cc2)o1 | 3 | -1 | 8 | -2 | -3 | 2 | -12 | -6 | 15
CCCCOc1ccc(CSC(CC(=O)O)C(=O)O)cc1 (stereo not drawn) | -24 | 3 | -7 | -8 | -4 | 1 | 3 | -1 | 14
Cc1c(NC(=O)COc2ccccc2Cl)c(=O)n(-c2ccccc2)n1C | 1 | 3 | 9 | -3 | 3 | 3 | 6 | 7 | -12
CCN(CC)CCN(C(=O)c1cccc([N+](=O)[O-])c1)c1nc2ccc(OC)cc2s1 | 2 | 0 | 2 | 5 | -9 | -1 | 0 | 0 | 35
CN(C)c1ccc(NC(=O)CSc2nnc(C3CCCCC3)n2N)cc1 | 1 | 2 | 1 | -2 | 14 | 3 | -8 | 9 | 8
CN(Cc1ccon1)C(=O)C1CCC(=O)N(Cc2ccc(Cl)cc2)C1 (stereo not drawn) | 27 | 3 | 0 | -7 | 4 | 1 | 5 | 3 | 1
COC(=O)c1ccc(C(=O)OC)c(NC(=S)N2CC(C)CC(C)C2)c1 (stereo not drawn) | 9 | -1 | 1 | 1 | -24 | -69 | 14 | 5 | -393
CCc1nnc(NC(=O)CN2CCN(c3ccccc3F)CC2)s1 | -6 | 3 | -3 | -1 | -35 | -3 | 9 | -5 | 4
CCOC(=O)N1CCC(N2CCCC(C(=O)c3ccccc3OC)C2)CC1 (stereo not drawn) | 8 | 1 | -17 | -12 | -23 | -4 | -21 | -11 | -10
COc1cccc(C(=O)NC2CCN(CC(=O)Nc3cccc(C)c3C)CC2)c1 | -19 | -2 | 11 | -11 | -3 | 3 | 4 | -3 | 3
COc1cccc2cc(C(=O)NCc3ccccc3)c(=N)oc12 | 26 | -3 | -11 | -1 | -6 | 2 | -8 | -6 | -15
O=C(Cc1ccccc1)NNC1=NS(=O)(=O)c2ccccc21 | 11 | -2 | 4 | -7 | -13 | -1 | 2 | 4 | 11
CCCCOc1ccc(S(=O)(=O)N2CCCCCC2)cc1 | -2 | -4 | -8 | 1 | -14 | 1 | -4 | 6 | 3
COCCN(CCOC)Cc1c(O)ccc2c3c(c(=O)oc12)CCC3 | -5 | 0 | 1 | -2 | 2 | -103 | 18 | 7 | -331
COc1cccc(NC(=O)c2cc(Cl)nnc2Cl)c1 | 4 | -5 | 9 | 1 | -1 | 0 | -1 | 8 | -1
COC(=O)C1=C(C(=O)OC)[C@@H]2N(C)c3ccccc3[C@@]23C[C@@H](C(=O)OC)N(C(=O)c2ccc(Br)cc2)C3=N1 | 11 | -8 | -8 | -1 | -10 | 3 | -13 | -8 | 9
O=C(NCC(=O)N1CCCC1)c1ccc(Br)cc1 | -10 | -1 | -8 | -4 | -16 | 0 | -3 | -18 | 0
Cc1c(CC(=O)NC(C)C)c(=O)oc2cc3c(cc12)CCC(C)(C)O3 | 2 | 1 | 1 | 0 | 2 | -2 | 16 | -5 | -268
CCOC(=O)c1[nH]c(C)c(/C(O)=C2\C(=O)C(=O)N(CCCn3ccnc3)C2c2ccncc2)c1C (stereo not drawn) | -9 | -3 | -5 | 4 | 5 | 1 | -4 | -8 | 34
COc1ccc(-c2nn(C)c(=O)c3ccccc23)cc1CNC(=O)NC1CCCCC1 | nt | -2 | -8 | nt | -12 | nt | -6 | -3 | nt
COC(=O)c1cccc(N2C(=O)C3CC=CCC3C2=O)c1 (stereo not drawn) | -2 | -3 | -11 | -4 | -17 | -10 | -6 | -2 | 15
CC(=O)c1cc(CC(=O)N2CCc3c([nH]c4ccccc34)C2c2ccccn2)cs1 (stereo not drawn) | 5 | -3 | 4 | -4 | -10 | -7 | -1 | 0 | -5
COc1ccc(C2=C(Nc3ccc(C)cc3)c3ccccc3C2=O)cc1 | -3 | -2 | 10 | -6 | 1 | 3 | -29 | -2 | 23
CCOc1ccccc1C=NNC(=O)C1CC1 | 13 | nt | nt | -5 | nt | 2 | nt | nt | 2

(further entries)
SMILES | PfGluPho inh | beta cell repl | SENP7 block | HKDC1 inhibitor | SENP6 inh | SENP1 FRET inh | UBC13 polyUb | SENP8 block-1 | SENP8 block-2
CCCCc1ccccc1NC(=S)NC1CCCC1 | 7 | -8 | -11 | -5 | -6 | 2 | -4 | -18 | 1
O=C(NCc1ccccn1)C1CCN(S(=O)(=O)c2ccccc2C(F)(F)F)CC1 | -8 | 5 | -3 | -7 | -9 | 2 | 1 | 9 | 21
CCOC(=O)c1sc(=S)n(-c2ccccc2OC)c1N | 58 | -1 | 12 | -9 | -1 | 1 | -1 | -7 | 25
O=C(NNC(=S)NCc1ccccc1)c1ccc(OC(F)F)cc1 | -17 | 0.0* | 8 | 11 | 7 | 1 | 2 | 6 | 16
COC(=O)[C@]1(Cc2ccccc2)N[C@H](c2ccc(-c3ccc(OC)cc3)cc2)[C@@H]2C(=O)N(C)C(=O)[C@@H]21 | 5 | -2 | 5 | 8 | 2 | 0 | 9 | -1 | -158
O=C(O)C1CC(=O)N(c2ccc(OCc3c(F)cccc3Cl)cc2)C1 (stereo not drawn) | -13 | -3 | 4 | -1 | 3 | 4 | -2 | 3 | 16
COc1cc(N(C)C)c([N+](=O)[O-])cc1C(=O)N1CCN(Cc2ccccc2)CC1 | -5 | -3 | 7 | -7 | 6 | 1 | -8 | 0 | 9
O=C(CSc1nncc(=O)[nH]1)NC1CCCCC1 | 4 | -2 | -2 | -2 | -13 | 0 | 0 | -15 | -1
O=C1CCSc2ccc(Cl)cc2N1Cc1ccccc1 | -13 | -1 | 0 | -2 | -3 | -1 | -3 | -5 | 22
COc1cc(C=O)c(Br)cc1OC1CCCC1 | -10 | 1 | -3 | 3 | -8 | 2 | ? | -5 | 15
CCCCC(=O)Nc1cccc(-c2ccc3nncn3n2)c1 | 4 | -4 | 0 | -3 | 22 | 2 | 1 | -6 | -4
O=c1cc(C(F)(F)F)[nH]c2c(OC(F)(F)F)cccc12 | 8 | -1 | -5 | 4 | -10 | 1 | 10 | 2 | -134
O=C(c1cnc2sccn2c1=O)N1CCN(c2ccccc2Cl)CC1 | -15 | -3 | -6 | 1 | -10 | 2 | -5 | -4 | 7
CCOP(=O)(OCC)C(Nc1cccc(C(F)(F)F)c1)c1ccc(C)cc1 (stereo not drawn) | 21 | 0 | 1 | -2 | -14 | 2 | 12 | -7 | 8

Screening data as filed in PubChem BioAssay.
